Screening results (PubChem BioAssay)
Pol beta inh: qHTS Assay for Inhibitors of DNA Polymerase Beta; AID 485314, 2010; P06746; Potency, µM (series often up to 114 µM), for the others: at the highest dose activity change, negative = inhibition, hits mostly inhibitors; hit rate 1.3% among 340,000; Pol beta primer extension/strand displacement, fluorescence kinetic; also: potency is read from the fitted curve at half-maximal effect; % is scaled to controls: 0 for no effect and ±100 for the full control effect
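10 nM enzyme + cpd, 15 min RT; start with substrate 50 nM final; read 0 min and after 10 min RT. Corrected, normalized data; 4-parameter Hill curve fit.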
POLI inh: qHTS for Inhibitors of Polymerase Iota | Potency, µM (titrated, usually from 115 µM), for the others: at the top dose activity, negative = inhibition, hits mostly inhibitors | AID 588590, 2011 | Pol iota fluorescent replication assay, 10 min | hit rate 1% among 390,000; also: potency is read from the fitted curve at half-maximal effect
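Fluorescent replication assay read twice, at 0 min and 10 min after adding 50 nM (final) substrate. Enzyme (10 nM) and compounds were first incubated 15 min at room temperature; enzyme-free buffer wells were negative controls.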
BLM inh: qHTS Assay for Inhibitors of Bloom's syndrome helicase (BLM); Potency, µM (series often up to 56.1 µM), inactives show at the top dose activity change, negative = inhibition, hits mostly inhibitors; recombinant BLM DNA unwinding, fluorescence dequenching; hit rate 0.2% among 350,000;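 also: potency is read from the fitted curve at half-maximal effect; plate controls were vehicle for no effect and no enzyme for full effect; nearly all actives have a fitted effect of over 35% in size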
POLK inh: qHTS for Inhibitors of Polymerase Kappa. hit rate 0.53% among 400,000. DNA polymerase kappa (Homo sapiens), Q9UBT6. Potency, µM (top dose mostly 107 µM), inactives show top-dose activity, negative = inhibition, usual class: inhibitors. purified Pol kappa, fluorescent DNA synthesis assay, 10 min; also: potency is read from the fitted curve at half-maximal effect; % is scaled to controls: 0 for no effect and ±100 for the full control effect
Target sequence (Q9UBT6 whole entry, looked up): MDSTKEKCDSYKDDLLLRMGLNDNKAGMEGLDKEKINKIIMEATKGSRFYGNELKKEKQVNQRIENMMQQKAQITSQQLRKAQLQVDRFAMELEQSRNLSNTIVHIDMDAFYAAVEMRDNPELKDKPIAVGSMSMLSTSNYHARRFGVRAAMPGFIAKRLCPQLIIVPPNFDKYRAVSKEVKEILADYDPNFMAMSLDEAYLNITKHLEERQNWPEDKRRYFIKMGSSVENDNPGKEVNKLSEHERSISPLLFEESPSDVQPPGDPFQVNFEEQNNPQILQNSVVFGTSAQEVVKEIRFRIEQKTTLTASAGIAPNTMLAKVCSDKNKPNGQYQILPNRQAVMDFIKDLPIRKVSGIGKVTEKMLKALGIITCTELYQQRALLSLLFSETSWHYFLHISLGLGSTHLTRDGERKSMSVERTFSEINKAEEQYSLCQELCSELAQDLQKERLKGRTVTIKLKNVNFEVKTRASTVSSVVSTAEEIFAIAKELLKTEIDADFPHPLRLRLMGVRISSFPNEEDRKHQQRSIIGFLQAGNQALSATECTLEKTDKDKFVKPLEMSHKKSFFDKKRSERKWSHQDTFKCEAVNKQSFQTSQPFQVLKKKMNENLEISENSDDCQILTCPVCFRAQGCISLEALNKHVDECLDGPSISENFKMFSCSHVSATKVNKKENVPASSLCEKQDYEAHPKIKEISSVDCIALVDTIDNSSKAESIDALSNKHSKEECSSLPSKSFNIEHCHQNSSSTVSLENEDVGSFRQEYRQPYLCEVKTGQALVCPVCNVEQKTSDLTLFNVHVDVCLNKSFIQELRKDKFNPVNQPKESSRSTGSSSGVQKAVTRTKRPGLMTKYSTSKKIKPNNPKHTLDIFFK
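Enzyme at 10 nM met test compounds for 15 min at room temperature. Substrate addition (50 nM final) began the reaction, which was monitored by fluorescence at 0 and 10 min.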
POLH inh: qHTS for Inhibitors of Polymerase Eta; hit rate 1.2% among 390,000; DNA polymerase eta (Homo sapiens), Q9Y253; Potency, µM (doses to about 114 µM), without a hit: at the highest dose activity change, negative = inhibition, actives largely listed as inhibitors; recombinant Pol eta, fluorescent DNA replication assay; also: potency is read from the fitted curve at half-maximal effect; % is scaled to controls: 0 for no effect and ±100 for the full control effect
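Pol eta (10 nM) was preincubated with compounds for 15 min at room temperature, after which fluorescent replication substrate (50 nM final) was added to start the reaction. Fluorescence was read kinetically at 0 and 10 min.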
Tb PGK inh: qHTS Assay to Find Inhibitors of Phosphoglycerate Kinase | Phosphoglycerate kinase, glycosomal (Trypanosoma brucei brucei), P07378 | PGK/GAPDH coupled, Kinase-Glo luminescence, 60 min | Potency, µM (titrated, usually from 57.5 µM), for inactives: at the top dose activity change, negative = inhibition, most hits filed as inhibitors | hit rate 0.043% among 380,000; also: potency is read from the fitted curve at half-maximal effect; % is scaled to controls: 0 for no effect and ±100 for the full control effect; nearly all actives have a fitted effect of over 60% in size
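Luminescent ATP detection (Kinase-Glo Plus) follows a 60-minute room-temperature incubation, with wells lacking PGK as controls. Buffer: 100 mM TEA (pH 7.6), 5 mM MgCl2, 0.01% Tween-20. Coupling enzyme GAPDH (100 nM final) supplies unstable 1,3-BPG in-well.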
RXFP1 antag: qHTS Assay for Antagonists of the Relaxin Receptor RXFP1 | AID 1259400, 2018 | activity change, negative = inhibition, % at 57.5 µM | HEK293-RXFP1, relaxin-stimulated cAMP HTRF, 30 min; stronger effect = lower value | hit rate 0.59% among 350,000 | Relaxin receptor 1 (Homo sapiens), Q9HBX9;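 active = activity change of -60% or lower, but not beyond a set lower limit; inconclusive = change between -60% and -40%, or beyond the set limit; inactive = change above -40%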; also: % is scaled to controls: 0 for no effect and ±100 for the full control effect
Anesthetic bind: qHTS Assay for Identification of Novel General Anesthetics. hit rate 0.074% among 350,000. Ferritin light chain (Equus caballus), P02791. apoferritin/1-aminoanthracene competitive binding, fluorescence. AID 485281, 2010. Potency, µM (doses to about 77.5 µM), inactives show at the top dose activity change, negative = displacement, hits mostly inhibitors; also: potency is read from the fitted curve at half-maximal effect; % is scaled to controls: 0 for no effect and ±100 for the full control effect; nearly all actives have a fitted effect of over 20% in size
Target sequence (P02791 2-175 limits assumed): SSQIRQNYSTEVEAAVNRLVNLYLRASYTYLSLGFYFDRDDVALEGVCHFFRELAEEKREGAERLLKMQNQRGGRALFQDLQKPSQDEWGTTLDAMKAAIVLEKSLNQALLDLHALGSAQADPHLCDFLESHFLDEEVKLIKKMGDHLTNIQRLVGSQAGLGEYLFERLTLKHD
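Read-out: endpoint 1-AMA fluorescence, excitation 380 nm and emission 535 nm, after compounds sit 10 min at room temperature with 10 uM horse-spleen apoferritin in 50% saturated 1-AMA/PBS. Values come from four-parameter Hill fits.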
APE1 inh: qHTS Assay for Inhibitors of the Human Apurinic/apyrimidinic Endonuclease 1 (APE1); DNA repair nuclease/redox regulator APEX1 (Homo sapiens), P27695; recombinant APE1, TAMRA/BHQ-2 abasic DNA cleavage fluorescence; Potency, µM (highest dose often 65.8 µM), without a hit: at the top dose activity change, negative = inhibition, actives largely listed as inhibitors; hit rate 0.35% among 350,000; AID 2517, 2012;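 also: potency is read from the fitted curve at half-maximal effect; plate controls were vehicle for no effect and reference inhibitor for full effect; nearly all actives have a fitted effect of over 55% in size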
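Substrate: short duplex with […] THF abasic site, 5'-TAMRA and 3'-BHQ-2, 50 nM final. APE1 at 0.75 nM, preincubated 15 min RT with compound. Fluorescence increase from first to third read measured activity.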
* = called active by the depositor; i = inactive; ? = inconclusive; · = no result given; [ ] = remark or other dose. Unless noted, calls follow the shape of the dose curve; as a rule, active = well fitted curve in the direction sought with a large enough effect; inconclusive = small, poorly fitted or top-dose-only effect, or another doubt; inactive = no such curve, though single readings can be large; an effect the other way counts as inactive or inconclusive.

SMILES	Pol beta inh	POLI inh	BLM inh	POLK inh	POLH inh	Tb PGK inh	RXFP1 antag	Anesthetic bind	APE1 inh
O=[N+]([O-])c1ccc(Oc2ccc(/C=N/O)cc2)nc1	8%	26%	1%	-13%	0%	5%	-11	-16%	-1%
CCN1CCC(N(Cc2ccc3c(c2)OCO3)C(=O)Nc2ccc(Br)c(C)c2)CC1	43%	5%	5%	-6%	-15%	i	-21	-7%	·
CN(C(=O)c1ccco1)c1nc(-c2ccc(F)cc2)cs1	17%	95%[activator]	0%	-15%	-1%	i	4	-4%	21%
Cc1sc2nc(CN3CCOCC3)nc(Cl)c2c1C	14%	4%	0%	-1%	-7%	i	-12	-6%	-1%
CC(=C(CCOP(=O)(O)O)SC(=O)c1ccccc1)N(C=O)Cc1cnc(C)nc1N	·	·	-16%	-8%[60.1 µM]	·	·	·	5%[29.3 µM]	17%
Cc1ccc(Nc2nc(-c3ccccc3)nc3ccccc23)cc1	-17%	-8%	-5%	-14%[60.1 µM]	-25%	-1%	·	50%[activator]	·
O=C(N/N=C\c1ccc[nH]1)C1COc2ccccc2O1 (stereo not drawn)	28%	30%	-4%	-1%	-4%	-9%	10	-5%	1%
Cc1cccc(CSc2nc3[nH]ncc3c(=O)[nH]2)c1	10%	-3%	-5%	-8%	10%	-1%	8	-9%	11%
COc1ccc(-n2cc(-c3ccccc3)c3c(N4CCCC(C)C4)ncnc32)cc1 (stereo not drawn)	4%	30%	-2%	-5%[60.1 µM]	-24%	i	10	-11%	·
COc1ccc(CCNC(=O)C2CC3Cn4c(nc5ccccc54)C3N2C)cc1 (stereo not drawn)	-4%	1%	0%	-5%	-9%	-5%	·	-14%	-2%
CC1(C)CC(=O)c2cc3c(nc2C1)CC(C)(C)CC3=O	2%[57.1 µM]	44%[activator]	2%	-3%[60.1 µM]	-21%	6%	-5	-1%	4%
O=C(OCCN1CCOCC1)C(c1ccccc1)c1ccccc1	8%	-22%	1%	-6%[60.1 µM]	-3%	-5%	-7	-6%	2%
Cc1ccc(N(CC(=O)NCCc2ccc(F)cc2)S(=O)(=O)c2ccc(Cl)c([N+](=O)[O-])c2)c(C)c1	26%	-3%	-9%	-9%[60.1 µM]	-5%	-5%	-16	-18%	-8%
COc1cccc(C2CCCN2Cc2nc(CCC(C)C)no2)c1 (stereo not drawn)	26%	7%	-7%	-7%	-9%	-2%	-14	?	-3%
CCN(CCCNC(=O)c1ccc(N2CCCC2=O)cc1)c1cccc(C)c1	0%	-1%	-3%	-10%	-22%	-4%	-7	-18%	1%
CN(C)/C=N/c1ncc(C(=O)c2ccc(Cl)cc2)s1	-3%	-2%	1%	-23%	-15%	-2%	6	2%	-1%
COc1ccc(NC(=O)Cn2cnc3c(oc4ccccc43)c2=O)cc1OC	-3%	?	-6%	?	-9%	i	-4	202%[activator]	·
CCCCn1c2c(c(=O)n(C)c1=O)C(c1ccc(OC)cc1)N1CCCCCC1=N2 (stereo not drawn)	5%	6%	-6%	-11%	4%	-9%	-9	-4%	-1%
CC(=O)C1=C(C)OC(N)=C(C#N)C1c1cccc2ccccc12 (stereo not drawn)	4%	-25%[58.9 µM]	-8%	-4%	-10%	-15%	-1	-4%	-3%
CSC1=NC(=O)/C(=C\c2cccc3ccccc23)S1	50µM*	25%	2%	-5%	-16%	-4%	-10	?	-7%
N/C(=N\OC(=O)Cc1ccccc1[N+](=O)[O-])c1cccc(Br)c1	1%	-9%	-11%	10%	-7%	-10%	-5	?	-3%
CCOC(=O)c1ccccc1NC(=O)CSc1cn(CC(=O)N2CCCCC2)c2ccccc12	10%	12%	-6%	3%	-8%	-3%	-6	-1%	·
CC(C)Cc1cc(CNC(=O)C2CCC(=O)N(CCc3cccc(F)c3)C2)on1 (stereo not drawn)	26%	48%[activator]	-1%	2%	-5%	-6%	0	-7%	7%
O=C(c1ccc2c(c1)OCO2)N1CCN(S(=O)(=O)c2ccc(Br)cc2Cl)CC1	·	11%	·	0%	-23%	-4%	2	·	-7%
CCOC(=O)C(=O)N1CCN(c2nc(-c3ccc(Cl)cc3)cs2)CC1	-4%	5%	-12%	4%	-17%	0%	3	-11%	-1%
CC(=O)c1ccc(NS(=O)(=O)c2c(C)cc(C)cc2C)cc1	-27%	-6%	-5%	2%	-4%	-13%	15	-21%	-2%
Cc1cc(N2CCOCC2)cc(C)[n+]1[O-]	28%	13%	-1%	6%	-6%	7%	-6	-4%	-12%
O=C(N/N=C/c1coc2ccccc2c1=O)c1cc(Br)c(O)c(Br)c1	-13%	-7%	-13%	-12%	?	-6%	-16	-16%	12%
COc1ccc(NC(=O)/C(C#N)=C/c2ccc(OCc3ccccc3F)cc2)cc1	2%	195%[activator]	0%	-6%	1%	-1%	-12	6%	9%
Cc1cc(C2(c3cc(C)c(NC(=O)CN4CCOCC4)c(C)c3)CCCCC2)cc(C)c1NC(=O)CN1CCOCC1	-2%	15%	3%	8%	-2%	-2%	-7	-10%	-3%
O=C(NCc1cccc(F)c1)c1cccc2c1C(=O)c1ccc(N3CCC(Cc4ccccc4)CC3)cc1S2(=O)=O	·	15%	·	12%	-6%	0%	·	·	-13%
COc1cccc(/C=C(/C#N)c2ccc(Cl)cc2)c1OCc1cccc(C(=O)O)c1	?	57%[activator]	0%	-5%	-1%	1%	-10	-13%	1%
CCCCCc1nnc(NS(C)(=O)=O)s1	1%	-11%	-2%	-13%	-1%	-11%	2	-2%	2%
Cc1ccc(NC(=O)c2nc[nH]c2C(=O)NCCCCCNC(=O)OC(C)(C)C)cc1	·	-8%	·	-7%	-27%	-2%	·	·	-25%
Cc1ccc(CN2CC(C(=O)NCCCSc3ccccc3)CC2=O)cc1 (stereo not drawn)	8%	25%	-3%	-13%	?	-1%	1	-7%	5%
COc1ccc(CCN(C(=O)c2snc(C(N)=O)c2N)C(C)C(=O)NC2CCCCC2)cc1OC (stereo not drawn)	-4%	119%[activator]	-1%	2%	-21%	i	-3	-9%	37%
CCc1ccc(S(=O)(=O)c2nnn3c2nc(N2CCCC2)c2sccc23)cc1	15%	24%	-2%	8%	-14%	i	-8	?	·
Cc1ccc(COc2ccc(Br)cc2/C=N/O)cc1	7%	8%	-13%	-15%	3%	-7%	-22	?	-5%
COc1ccc(C(=O)/C=C/C(=O)N(Cc2ccc(F)cc2)C(C(=O)NC2CCCCC2)c2ccncc2)c(O)c1 (stereo not drawn)	-1%	5%	-9%	-8%	-29%	-2%	·	?	-5%
CN(c1ccc(F)cc1)S(=O)(=O)N1CCCC(C(=O)NCc2cccc(Br)c2)C1 (stereo not drawn)	22%	5%	-11%	-1%	-13%	-8%	-28	2%	·

2 compounds from above with just Pol beta inh and POLK inh.
| SMILES | Pol beta inh | POLK inh |
| --- | --- | --- |
| CC(=O)c1ccc(NS(=O)(=O)c2c(C)cc(C)cc2C)cc1 | -27% | 2% |
| Cc1cc(N2CCOCC2)cc(C)[n+]1[O-] | 28% | 6% |

Following part.
SMILES	Pol beta inh	POLI inh	BLM inh	POLK inh	POLH inh	Tb PGK inh	RXFP1 antag	Anesthetic bind	APE1 inh
CN1C(=O)N(CC(=O)N2CCN(S(=O)(=O)c3ccc4c(c3)CCC4)CC2)C(=O)C12CCCCC2	·	13%	·	-13%	-20%	-8%	-6	·	0%
Cc1ccc(OCC(=O)Oc2c(C)cccc2C)cc1C	-13%	-22%	-4%	-8%	-13%	-11%	-14	-6%	-9%
COc1ccc(NC(=O)COC(=O)C2CC(=O)N(c3ccc(OC(C)C)cc3)C2)cc1 (stereo not drawn)	22%	102%[activator]	-2%	-6%	-10%	6%	-11	5%	-7%
Cc1c(C(=O)Nc2nc3ccccc3[nH]2)cccc1[N+](=O)[O-]	-15%	17%	-1%	-3%	-7%	i	13	4%	1%
COc1ccc(CNC(=O)CN2C(=O)CC(c3ccc(C)c(C)c3)=Nc3ccccc32)cc1	4%	-14%	3%	19%	7%	-5%	-8	-6%	·
Cc1ccc(C(=O)NNC(=O)c2ccc(-n3cncn3)c([N+](=O)[O-])c2)cc1	·	20%	·	-9%	-4%	-1%	-15	·	32%
CCN(CC)CCCNc1ncnc2c1cnn2-c1ccc(C)c(C)c1	1%	3%	26%	-2%[60.1 µM]	-17%	6%	-11	-2%	·
Cn1c(=O)c2c(nc(N3CCCCC3)n2CCCNC2=NCCCC2)n(C)c1=O	-2%	21%	-8%	0%	-14%	-6%	-2	-6%	-5%
COc1ccc(-c2cc(CNS(=O)(=O)c3ccc(F)cc3)on2)cc1	-22%	-26%	-11%	-8%	1%	-4%	15	-16%	-4%
CC1CCCN(C(=O)c2ccc(Cl)c(S(=O)(=O)N3CCCCCC3)c2)C1 (stereo not drawn)	·	-22%	·	-8%	-15%	-9%	4	·	8%
Cc1ccc(N2CCN(CCc3nc4cc(NS(C)(=O)=O)ccc4n3C)CC2)cc1	19%	17%	0%	-16%	-3%	5%	7	-3%	-2%
Clc1cccc(N2CCN(c3nc4ccccc4n4cnnc34)CC2)c1	-1%	18%	-5%	-12%	-14%	-4%	·	8%	·
CCOC(=O)C1(CCOC)CCN(Cc2cccc(OCc3ccccc3)c2)CC1	-2%	-10%	-5%	8%	-11%	-6%	-2	-8%	-9%

An excerpt (hit frequency here may not be typical).
